HIV RNase H inh: inhibitors of HIV-1 reverse transcriptase RNase H; P04585; inhibition, % at 10 µM; RT-RNase H RNA/DNA duplex cleavage, fluorescence; hit rate 1.9% among 65,000; in the data active means inhibition above about 50%
RmlCD inh mix: RmlC/RmlD inhibition, mixture screen | RmlC/RmlD coupled enzyme inhibition, 384-well mixture HTS | inhibition, % at 5.5 µM | hit rate 0.39% among 110,000; in the data active means inhibition above about 30%, passing the limit was not always enough; further: strong numbers were not always called active
* = called active by the depositor; · = not tested or not shown.

SMILES	HIV RNase H inh	RmlCD inh mix
CN1CCC(O)(c2ccccc2)C2CCCC21 (centres undefined)	-1	3
O=C(CCSc1ccccc1)Nc1ccc(S(=O)(=O)N2CCOCC2)cc1	-18	-5
O=C1c2ccccc2C(=O)N1c1nc(-c2cccs2)cs1	14	0
O=C(C1CCN(c2ccc(N3CCOCC3)nn2)CC1)N1CCc2ccccc2C1	-2	20
COc1ccc(CNC(=O)/C=C/c2ccc3[nH]cc(CCN(C)C)c3c2)cc1	·	8
NC(=O)[C@H](Cc1cc2ccccc2s1)NC(=O)[C@@H]1CC2(CC(c3cccc(NC(=O)[C@@H]4CCC(=O)N4)c3)=NO2)CN1C(=O)/C=C/Sc1ccccc1 (some centres undefined)	·	-3
O=C(CSc1nnc(CNC(=O)c2ccco2)o1)c1ccccc1	-5	5
CC(N)C12CC3CC(CC(O)(C3)C1)C2 (centres undefined)	·	-14
COC(=O)c1ccc(C2/C(=C(/O)c3ccc(OC)cc3)C(=O)C(=O)N2c2cc(C)on2)cc1 (centres undefined)	2	-8
CCCCCn1c(NC2CCCCC2)nc2c1c(=O)[nH]c(=O)n2C	6	5
CC(C)CCN(C)C1CCN(C(=O)Nc2c(F)cccc2F)CC1	-6	-7
CC(=O)N1CCN(S(=O)(=O)c2ccc(C)cc2)C1C(C)C (centres undefined)	-8	-15
O=C(NC1CCCC1)C1c2ccccc2C(=O)N1C1CCCCC1 (centres undefined)	3	7
O=C(C1=C(O)C(=O)N(Cc2ccccc2)C1c1ccncc1)c1ccco1 (centres undefined)	-1	27
CCOc1ccc(S(=O)(=O)Nc2ccc3c(c2)OCO3)c2cccnc12	-5	11
CCCc1[nH]nc2c1C(c1ccc(OC)c(CSC3=NCCS3)c1)C(C#N)=C(N)O2 (centres undefined)	-34	10
Cc1ccccc1C(=O)NNC(=O)C(C)N1C(=O)c2ccccc2C1=O (centres undefined)	·	6
Cn1c(=O)c2cc(S(=O)(=O)NC(Cc3ccccc3)C(=O)NCc3ccco3)ccc2n(C)c1=O (centres undefined)	-7	7
O=S(=O)(c1ccc(Br)s1)N1CCC(Cc2ccccc2)CC1	·	6
CCOc1ccc(OCC)c(NC(=O)CSc2nc3c(c(=O)n(C)c(=O)n3C)n2C)c1	-4	·
O=C(COC(=O)c1cnccn1)c1ccc2ccccc2c1	·	-12
CC(C)NC(=O)C(Cc1ccccc1)N1C(=O)c2ccccc2C1=O (centres undefined)	·	11
CC(C)(C)NC(=O)c1cccc(NC(=O)c2ccco2)c1	·	-8
Cc1ccc(Cn2nnc3c(=O)[nH]c(C4CCCN(C(=O)Nc5ccc(F)cc5)C4)nc32)cc1 (centres undefined)	0	-32
Nc1nc(N2C(=O)C3CC=CCC3C2=O)nn1-c1ccccc1 (centres undefined)	-4	1
SMILES	HIV RNase H inh	RmlCD inh mix
COc1cc(OC)c2c(-c3ccccc3)cc(=O)oc2c1C(CCN1CCCC(C)C1)c1ccc(N(C)C)cc1 (centres undefined)	·	6
Cn1c(CSc2nc3ccccc3s2)nc2ccccc21	-7	-15
O=C(NCC(c1cccs1)N1CCOCC1)c1cc2ccccc2o1 (centres undefined)	4	-4
CCCCN(CCCC)S(=O)(=O)c1ccc2oc(C(=O)N3CCOCC3)c(C)c2c1	-20	6
O=C(NC1CCCCC1)N(Cc1ccccc1)Cc1ccco1	-11	-9
CCn1c(NCc2ccccn2)nc2c1c(=O)n(C)c(=O)n2C	-2	2
O=C(Nc1ccc2c(c1)OCCO2)c1cccc2nc3ccccc3nc12	·	-12
Cc1c(OCc2ccccc2)c(=O)ccn1Cc1ccccc1	-14	-8
Cc1cccc(OCCCSc2nc3ccccc3[nH]2)c1	·	5
CCSc1nnc(NC(=O)CSc2nc3c(c(=O)n2CC)SC(C)C3)s1 (centres undefined)	13	·
N#C/C(=C\c1ccc(N2CCOCC2)o1)c1ccccc1	·	8
COC(=O)c1ccc(Cl)c(NC(C)=O)c1	-13	4
Cc1[nH]n(-c2ccccc2)c(=O)c1Sc1ccc(Cl)cc1	·	4
COc1ccc(C(=O)Nc2nc(-c3ccc(OC)cc3)c(-c3ccc([N+](=O)[O-])cc3)s2)cc1	·	-19
COc1cc(NS(=O)(=O)c2ccc(NC(=O)c3ccco3)cc2)nc(OC)n1	-5	-8
O=C(CN(Cc1cccs1)C(=O)CNC(=O)c1ccco1)NC1CCCCC1	-9	4
Cc1ccc(S(=O)(=O)NC(CC(=O)O)c2ccccc2)cc1 (centres undefined)	-7	11
CCC(=O)Nc1ccc(/C(C)=N\NS(=O)(=O)c2ccc(C)cc2)cc1	·	-7
O=C(CSCc1ccc(F)cc1)Nc1nc2c(s1)CCCC2	·	-13
C=CCNC(=O)C1CC(=O)N(c2ccc(OCC(=O)Nc3ccc(C)cc3)cc2)C1 (centres undefined)	-20	-13
CCSc1ccccc1C(=O)N1CCCC1	·	-7
O=C(Nc1ccncc1)c1ccccc1F	-2	-5
CCOC(=O)C1CCCN(C(=O)C2CCN(Cc3nc(-c4ccc(Cl)cc4)oc3C)CC2)C1 (centres undefined)	6	·
COc1ccc(OC)c(NC(=O)N[C@@H](Cc2ccccc2)C(=O)O)c1	-9	-37
Cc1cc(NC(=O)CCCC(=O)OCC(F)(F)C(F)F)cc(C)c1C(=O)O	-6	9
SMILES	HIV RNase H inh	RmlCD inh mix
Cc1cccc(Nc2nc(N)nc(CN3CCN(c4ccccc4)CC3)n2)c1	-3	0
Oc1ccccc1CNCCCNCc1ccccc1O	5	-11
Cn1c(=O)c2c(nc(OCc3cccnc3)n2Cc2ccccc2)n(C)c1=O	-9	13
CN1CCN(C(=O)C2=C[C@H](C(C)(C)C)C[C@H](OCCCCO)O2)CC1	·	-10
Cn1nc(-c2ccc(C(=O)N3CCN(Cc4ccccc4)CC3)cc2)c2ccccc2c1=O	·	-14
CNC(=O)c1nnn(-c2ccccc2)c1C(=O)NC	-13	-16
O=S(=O)(c1cnc[nH]1)N1CCN(c2ccccc2)CC1	·	-7
COc1cccc(C(=O)Nc2cc([N+](=O)[O-])ccc2N2CCN(C)CC2)c1	·	10
Cc1cc(C)cc(OCC(=O)NC2=NCCS2)c1	-25	10
N#CCSc1nnc(Nc2ccccc2)s1	·	-10
S=c1[nH]nc(-c2cccnc2)n1Cc1ccccc1	7	-7
COCCn1c(-c2ccc(OC)cc2)nc2oc3cc(OC)ccc3c(=O)c2c1=O	·	21
O=C(Cc1ccccc1)Nc1ccc(CN2CCOCC2)cc1	-3	3
CCc1ccc(NC(=S)NC2CC3CCC(C2)N3Cc2ccco2)cc1 (centres undefined)	·	2
CCOC(=O)c1c(C(=O)OCC)c(C)n(N2C(=O)CSC2=S)c1C	-22	-12
C#CCOCCOCCOCCNc1nc(N2CCN(C(=O)[C@H](CCC(=O)O)n3cc(C(N)CO)nn3)CC2)nc(N2CCN(C(=O)[C@H](CCCCN)n3cc(C(N)[C@H](C)CC)nn3)CC2)n1 (some centres undefined)	·	3
COc1ccc(CNC(=O)C2CCCN2S(=O)(=O)c2ccccc2)cc1 (centres undefined)	-10	10
CC(C)c1nnc(NC(=O)Cc2cccs2)s1	-16	8
Cc1nn(CC(C)C)c(=S)[nH]c1=O	-28	-8
O=C(CNC(=O)Cc1ccccc1)NCC(=O)OCc1ccccc1	·	11
COCCn1c(=O)[nH]c2cc(C(=O)NCCN3CCN(c4cccc(Cl)c4)CC3)ccc2c1=O	·	7
CCOC(=O)C1=C(c2ccccc2)OC(N)=C(C#N)C1C1CCCCC1 (centres undefined)	·	16
CCc1ccc(NCc2cc3c(C)nn(-c4ccccc4)c3[nH]c2=O)cc1	·	-4
Cc1cccc(N2CCN(C(=O)CCn3c(=S)[nH]c4cc5c(cc4c3=O)OCO5)CC2C)c1 (centres undefined)	-1	6
COCCCNC(=O)c1c(NC(=O)c2ccco2)n(Cc2ccccc2)c2nc3ccccc3nc12	4	·
SMILES	HIV RNase H inh	RmlCD inh mix
Cn1nccc1C(=O)Nc1ccc(OC(=O)c2ccnn2C)cc1	-1	-6
CCOC(=O)C(NC(C)=O)C(OC(C)=O)c1cccc([N+](=O)[O-])c1 (centres undefined)	·	-9
C=CCNc1ncnc2c1cnn2-c1ccc(Cl)cc1	-7	-22
CC1CC(C)(C)NC(C)c2ccccc21 (centres undefined)	-13	0
Cc1cnc(C(=O)Nc2ccc(F)c(F)c2)cn1	51*	10
COC(=O)c1cccc(NC(=O)C2C3CCC(C3)C2C(=O)O)c1 (centres undefined)	-2	-10
CCN(CC)c1ccc2cc(-c3nnc(-c4ccncc4)o3)c(=O)oc2c1	-42	6
Cc1nnc(SCC(=O)Nc2nc(-c3ccccc3)cs2)n1N	-6	11
CCC(C#CCN1CCCCC1)(CC)OCCC#N	1	·
O=C(Cn1c(C(=O)N2CCN(C3CCCC3)CC2)cc2sccc21)c1ccccc1	-3	6
CC(C)Cc1[nH]c(=O)c(C#N)c2c1CCCC2	-11	0
O=C(CN1CCCC1)NC1C2CC3CC(C2)CC1C3 (centres undefined)	·	-2
Cn1c(N2CCCC2)nc2c1c(=O)n(Cc1ccc(Cl)cc1)c(=O)n2C	-14	-1
O=C(CN1CCN(S(=O)(=O)c2ccccc2)CC1)Nc1ccc(Cl)c(Cl)c1	·	4
CC(=NCC1CCCO1)c1c(O)n(Cc2ccccc2)c(=O)[nH]c1=O (centres undefined)	-18	2
O=C1CC(c2ccccc2)CC2=C1CN(C1CCCCC1)CN2 (centres undefined)	4	21
COc1cc(C)ccc1OCCOc1cc(C)ccc1Cl	·	20
CC1CCCN(C(=O)c2ccc3nc[nH]c3c2)C1 (centres undefined)	4	6
Cn1cccc1C(=O)NC(=O)CSc1cccc[n+]1[O-]	1	6
CCOC(=O)c1c(NC(=O)C(C)S(=O)(=O)c2cn(CC)c3ccccc23)sc2c1CCCC2 (centres undefined)	·	-8
NC(=O)C1CCN(c2ccc(C(F)(F)F)cc2[N+](=O)[O-])CC1	·	7
COc1ccccc1OCc1ccc(C(=O)OCC2CCCO2)o1 (centres undefined)	-11	·
CC(C)(C)NC(=O)C(c1ccc(OCC(N)=O)cc1)N(C(=O)c1cccnc1)C1CC1 (centres undefined)	-7	3
CC1CCC/C(=C\Nc2ccccc2C(=O)O)C1=O (centres undefined)	0	16
C/C(=N/OCC(=O)Nc1ccc(C)cc1C)c1cccs1	·	-9
SMILES	HIV RNase H inh	RmlCD inh mix
CN1CC[C@@]2([C@@]34CCN(C)C3Nc3ccccc34)c3ccccc3NC12 (some centres undefined)	·	2
CN=Cc1sc2ccccc2c1O	-15	5
CCOC(=O)c1ccc2nc(C(F)(F)F)[nH]c(=O)c2c1	-3	11
C=C1C[C@@H]2[C@H](CC[C@]3(C)C(=O)CC[C@@H]23)[C@@]2(C)C=CC(=O)C=C12	·	-7
COc1ccc(-c2nnc3sc(COc4ccccc4)nn23)cc1	-2	1
CSc1nc(NC(C)(C)C)nc(Oc2ccc(=O)n(C)n2)n1	·	-3
Cn1c(SCC(=O)Nc2cccc(F)c2)nnc1-c1cc2ccccc2o1	3	5
Cc1ccc(OCc2nc(-c3ccccn3)no2)cc1	·	-9
C#CCOC(=O)C(NC(=O)c1ccccc1)=C1CCCCC1	·	6
COc1ccc(CCNC(=O)Cn2nnc(-c3ccccc3F)n2)cc1OC	·	-6
CC12CN3CCN(CC(C3)C1O)C2 (centres undefined)	-2	-10
C(=C\c1ccccc1)/CSc1nnc(-c2ccccn2)n1Cc1ccco1	-37	-10
CC(=O)c1c(NC(=O)C(C)C)nc(C)nc1-c1ccccc1	0	9
CSc1ccc(NC(=O)NCCCN2CCN(c3ccccc3F)CC2)cc1	53*	-10
O=C(O)c1ccc(-c2ccccc2)[nH]1	2	-10
Cc1nc2ccccc2c(=O)n1/N=C/c1ccc(O)cc1	-6	2
CCCOc1ccc(-c2nc(N)n[nH]2)cc1	-5	-98
COC(=O)C1=C(c2cc3ccccc3o2)C[C@@H]2CC[C@H]1N2C(=O)NCc1ccccc1	·	2
CCOC(=O)c1c(CN2CCN(C)CC2)oc2ccc(OC)cc12	4	-13
COc1ccc(Nc2nc(NCCO)nc(N3CCCC3)n2)cc1	·	-8
O=c1nc(/C=C/c2cc([N+](=O)[O-])ccc2Cl)cc(C(F)(F)F)[nH]1	·	-5
CCC(NC(=O)c1ccc([N+](=O)[O-])cc1[N+](=O)[O-])c1ccccc1 (centres undefined)	·	-8

Compound activity (PubChem)

Not all compounds are listed; count on the stated rates, not on these rows.
